CCT modulator: modulators of cytosolic chaperonin (CCT/TRiC) activity; purified chaperonin ATPase assay, HTRF ADP detection, 30 min; activity change, % (test concentration not listed), hits read low; actives 0.3% (n = 360,000); AID 651819; in the data active = activity change below about -30%; note: % is set by controls: 0 for no effect and ±100 for the full control effect
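TRiC at 40 or 20 nM final (batch-dependent) in 30 mM Tris pH 7.4, 100 mM KCl, 5 mM MgCl2, 1 mM DTT, with compound at single 76 uM and 10 uM ATP, 30 min at 37 deg C. ADP detected by HTRF Transcreener, 665/615 ratio.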
pAkt inh: Akt phosphorylation inhibition; activity change, % for hits at 50 µM; Neuro2A IGF-stimulated pAkt S473 HTRF, 20 min; active compounds read low; AID 651550; actives 0.32% (n = 360,000); in the data active = activity change below about -80%; inconclusive = mostly about -51% to -80%; note: % is set by controls: 0 for no effect and ±100 for the full control effect
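Neuro2A cells (4,500/well, DMEM with 0.5% FBS) were treated with compound at a single 50 µM final concentration, stimulated with 6 nM IGF for 20 min at 37 °C, and lysed. Phospho-Akt Ser473 was read by HTRF as 665/615 ratio ×10^4.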
ATXN viability: viability counter-screen for ATXN expression inhibitors; S2 cells (HEK-293 line with an ATXN2-luciferase reporter) viability, CellTiter-Fluor protease fluorescence, 24 h; Potency, µM (titrated, usually from 56.7 µM), most hits filed as cytotoxic; actives 0.49% (n = 400,000); AID 651635; note: potency is the fitted concentration of half-maximal effect; nearly all actives have a fitted effect of over 40% in size
TGFb inhibitor: blocks TGF-b signaling; HepG2 CAGA-GFP TGF-b/SMAD3 reporter, GFP fluorescence, 18 h; TGF-beta stimulated, 500 pg/mL final; Potency, µM (doses to about 46.1 µM), without a hit: at the top dose activity, negative = inhibition, actives largely listed as inhibitors; actives 1.2% (n = 410,000); AID 588855; note: potency is the fitted concentration of half-maximal effect; % is set by controls: 0 for no effect and ±100 for the full control effect; nearly all actives have a fitted effect of over 65% in size
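Inhibition of TGF-beta-driven CAGA-GFP reporter expression in HEPG2 cells is measured by cellular GFP fluorescence after 18 h stimulation with 500 pg/mL recombinant TGF-beta in 1% FBS medium at 37 degrees C.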
A549 tox: counter-screen for Nrf2 inhibitors: cytotoxicity in A549 cells; A549 ARE-Fluc cells, CellTiter-Fluor viability, 18-24 h; actives 0.16% (n = 390,000); AID 504648; Potency, µM (doses to about 46 µM), for inactives: at the highest dose activity change, negative = cytotoxicity, most hits filed as inhibitors; note: potency is the fitted concentration of half-maximal effect; % is set by controls: 0 for no effect and ±100 for the full control effect
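A549 ARE_Fluc cells in 5% FBS OPTI-MEM were exposed to compounds in concentration-response for 18-24 h at 37 deg C. Viability was read by CellTiter-Fluor fluorescence (Ex 405/Em 525) after 30 min, before the luciferase read.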
Nrf2 ARE act: activators of Nrf2 (ARE) signaling. AREc32 ARE-luciferase reporter (MCF7-derived line), luminescence, 24 h. Potency, µM (top dose mostly 46.1 µM), for inactives: top-dose activation, usual class: activators. actives 0.31% (n = 410,000). AID 624171; note: potency is the fitted concentration of half-maximal effect; % of control where 0% means no effect; nearly all actives have a fitted effect of over 65% in size
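Reporter line AREc32 (ARE-Fluc), seeded overnight in OPTI-MEM with 5% FBS; compound pin-transferred, 24 hr at 37 deg C, 5% CO2; luminescent read-out.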
MmCpn inh: inhibitors of Methanococcus maripaludis chaperonin (MmCpn); Potency, µM (titrated, usually from 76.9 µM), for the others: top-dose activity, negative = inhibition, hits mostly inhibitors; purified Mm-Cpn ATPase, ADP Transcreener TR-FRET; actives 0.031% (n = 330,000); note: potency is the fitted concentration of half-maximal effect; % is set by controls: 0 for no effect and ±100 for the full control effect; nearly all actives have a fitted effect of over 80% in size
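Purified archaeal Mm-CPN (25nM final) preincubated 10 min at 37degC with compound, then 10uM ATP for 30 min at 37degC; ADP measured by HTRF Transcreener TR-FRET; buffer 30 mM TRIS pH 7.4, 100mM KCl, 5mM MgCl2, 1mM DTT.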
Nrf2 inh: blocks Nrf2 signaling | A549 ARE-Fluc reporter, luciferase luminescence, 18-24 h | Potency, µM (doses to about 46 µM), for inactives: top-dose activity change, negative = inhibition, usual class: inhibitors | actives 2.1% (n = 360,000) | AID 504444; note: potency is the fitted concentration of half-maximal effect; % is set by controls: 0 for no effect and ±100 for the full control effect; nearly all actives have a fitted effect of over 60% in size
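Nrf2 function is reported as luminescence of an ARE-controlled luciferase in A549 cells. Compounds were tested at several concentrations, and a CellTiter-Fluor read on the same wells flagged cytotoxicity.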
HepG2 viability: counter-screen for TGF-b inhibitors: cytotoxicity in HepG2 cells; Potency, µM (series often up to 46.1 µM), inactives show at the top dose activity change, negative = cytotoxicity, actives largely listed as cytotoxic; HepG2 CAGA-GFP viability, ATP luminescence, 18 h; actives 0.76% (n = 410,000); AID 588856; note: potency is the fitted concentration of half-maximal effect; some results filed as inactive show a strong effect at the top dose
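HepG2 CAGA-GFP cells (1000/well, DMEM with 1% FBS) received compound, then TGF-beta at 500 pg/mL final, and were incubated 18 hours at 37 degrees C. Viability was read by CellTiter-Glo luminescence. Media-only wells were set as complete cell-killing and DMSO as no toxicity.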
An asterisk follows results filed as active; i = inactive; ? = inconclusive; · = not tested or not shown; [ ] = remark or other dose. Unless noted, calls come from the whole dose curve; as a rule, active = well fitted curve in the direction sought with a large enough effect; inconclusive = small, poorly fitted or top-dose-only effect, or another doubt; inactive = no such curve, though single readings can be large; an effect the other way counts as inactive or inconclusive.

SMILES | CCT modulator | pAkt inh | ATXN viability | TGFb inhibitor | A549 tox | Nrf2 ARE act | MmCpn inh | Nrf2 inh | HepG2 viability
O[C@H]1C[C@H](c2ccccc2)N(Cc2cccs2)C[C@@H]1n1cc(-c2ccc(F)cc2)nn1 | 0.5 | i | 32µM* | ? | · | -2.7% | · | · | 11µM*
COc1ccc(C(CC(=O)O)NS(=O)(=O)c2ccc3c(c2)NC(=O)CO3)cc1 (centres undefined) | 0.5 | i | i | 3% | -13% | -0.6% | 1% | -4% | 12%
COc1ccc(N2CCN(c3nc4ccc(C)cn4c(=O)c3C=O)CC2)cc1 | -3.6 | i | i | 4% | -9% | 2.1% | -3% | ? | -3%
CC(C)Sc1ncc(Cl)c(C(=O)Nc2ccc(S(=O)(=O)Nc3ncccn3)cc2)n1 | · | · | i | -7% | -7% | 0.6% | · | -8% | -17%
CCOC(=O)C1(CCc2ccccc2)CCN(C(=O)C2CCCO2)CC1 (centres undefined) | -2.4 | i | i | 6% | 0% | 0.3% | -4% | ? | 11%
CC12CCC(=O)N1C(C(=O)Nc1ccccc1N1CCCC1)CS2 (centres undefined) | 0.6 | i | i | -1% | -2% | -0.1% | · | 0% | -5%
Cc1cc(C)n2c(SCc3ccc(Cl)cc3Cl)nnc2n1 | 1.5 | i | i | ? | ? | 2.7% | 2% | · | -69%
COc1cc(NC(=O)Cn2c(=O)n(CC3CCC(C(=O)NCCc4ccccc4)CC3)c(=O)c3ccccc32)cc(OC)c1 (centres undefined) | · | · | i | 0% | -4% | 4.9% | · | ? | -9%
COc1ccc2[nH]c(=O)c(CN(Cc3cccnc3)C(=O)Nc3ccccc3)cc2c1 | -0.2 | i | i | 7% | -8% | -0.6% | 1% | ? | -12%
COc1cccc(NC(=O)C2(C)CCN2C(C)C)c1OC (centres undefined) | 2.3 | i | i | -1% | · | -0.6% | · | · | -101%
CSc1cccc(NC(=O)CSc2ccc(C)cc2)c1 | -3.5 | i | i | -6% | 2% | 0.4% | 1% | 3% | -11%
Nc1nc(SCC(=O)c2ccc(Br)s2)n[nH]1 | -1.4 | i | i | 4% | 7% | -0.2% | -10% | 12% | -19%
CCOC(=O)c1cc(-c2ccc(F)cc2)n(CCC(=O)Nc2ccccc2OC)c1C | · | · | · | ? | 1% | 4.0% | · | · | -31%
COc1ccc(C(CNC(=O)c2cccc(S(=O)(=O)NCc3ccccc3)c2)N2CCOCC2)cc1 (centres undefined) | -1.2 | i | i | -2% | 4% | -0.3% | -2% | 8% | -1%
CC(C)SCc1nc2ccccc2[nH]1 | 1.8 | i | i | -5% | -10% | 0.3% | 2% | 0% | -5%
CN(C)C(=O)Nc1ccc(F)cc1F | 1.6 | i | i | 12% | -1% | 0.4% | · | 6% | 3%
CC(C(=O)NCc1ccc(Cl)cc1)n1ccc2cc(S(=O)(=O)N3CCCCCC3)ccc21 (centres undefined) | · | · | ? | -1% | -1% | 4.8% | · | ? | -3%
CC(=O)Nc1ccc2c(c1)nc(CN1CCCC1)n2C | -17 | i | i | -9% | 3% | -0.2% | 1% | 3% | 0%
COC(=O)c1ccc2nc(NC(=O)CSCC(=O)OCC(=O)c3ccccc3)sc2c1 | -16 | i | i | 5% | 2% | 0.3% | ? | 12% | 1%
CN1C(=O)C(=O)/C(=C(/O)c2ccccc2)C1c1ccc([N+](=O)[O-])cc1 (centres undefined) | 1.0 | i | i | 7% | 1% | 0.1% | 3% | 27% | 14%

The last 2 records of the part above open the next one.
SMILES | CCT modulator | pAkt inh | ATXN viability | TGFb inhibitor | A549 tox | Nrf2 ARE act | MmCpn inh | Nrf2 inh | HepG2 viability
COC(=O)c1ccc2nc(NC(=O)CSCC(=O)OCC(=O)c3ccccc3)sc2c1 | -16 | i | i | 5% | 2% | 0.3% | ? | 12% | 1%
CN1C(=O)C(=O)/C(=C(/O)c2ccccc2)C1c1ccc([N+](=O)[O-])cc1 (centres undefined) | 1.0 | i | i | 7% | 1% | 0.1% | 3% | 27% | 14%
Cc1ccc(C(=O)NC2(C(F)(F)F)NC(=O)N(c3ccc(Cl)cc3)C2=O)cc1 (centres undefined) | -3.6 | i | i | -10% | -3% | 0.4% | 2% | -4% | -15%
Cc1ccc(-n2c([S-])c(C(=O)NC(C)c3ccccc3)[n+]3ccccc23)cc1 (centres undefined) | -0.7 | i | i | ? | -2% | 2.7% | -27% | ? | -11%
CCCCNC(=O)C1(C)CCCCN1C(=O)c1csnn1 (centres undefined) | -0.1 | i | i | -13% | · | 0.5%[9.22 µM] | · | · | 1%
CN(C)C(=O)c1ccc(N=Nc2c(O)c3ccccc3[nH]c2=O)cc1 | -1.6 | i | ? | 15% | 1% | 16% | · | 0% | 11µM*
CCCCn1c(N(CCOC(C)=O)C(C)=O)nc2ccccc21 | 1.4 | i | i | 5% | 0% | -0.3% | -3% | -7% | 4%
COC(c1ccccc1)c1c(-c2ccccc2)nn(C)c1Cl (centres undefined) | -3.3 | i | i | 4% | · | -0.1% | -2% | 4% | -4%
CC(C)(C)c1csc(NC(=O)C2COc3ccccc3O2)n1 (centres undefined) | -1.6 | i | i | -11% | 3% | 3.9% | 1% | ? | -2%
Cc1cc(N2CCC(C)CC2)c(F)cc1[N+](=O)[O-] | -0.9 | i | i | 5% | 4% | 0.0% | 1% | · | -19%
CCOc1ccc(C(=O)Nc2cc(NC(=O)c3ccco3)ccc2OC)cc1Br | · | · | i | 6% | -16% | 2.4% | · | · | 2%
COc1ccccc1N1CCN(C(=O)CCNS(=O)(=O)c2cc(Br)cnc2N)CC1 | 0.7 | i | i | -14% | 11% | 0.2% | 0% | -15% | -8%
CC1CCC(CN2CCN=C2Nc2ccccc2)CC1 (centres undefined) | -9.3 | i | i | 11% | 7% | -0.5% | -2% | 23% | -7%
O=C(O)c1ccccc1C=NNc1ccccn1 | -2.9 | i | i | -13% | -4% | 4.8% | · | 14% | -7%
CC(=O)Nc1ccc(-c2ccnc3c2CC(C)(C(=O)NCc2ccc(F)c(F)c2)O3)cc1 (centres undefined) | 2.0 | i | i | -4% | · | 3.4% | · | · | -17%
Cc1ccc(C)c(OCC(=O)Nc2ccncc2)c1 | -2.9 | i | i | -23% | 3% | 2.4% | 0% | 5.2µM* | -41%
NC(=O)C1CCN(C(=O)CC2C(=O)NCCN2Cc2cccc(Oc3ccccc3)c2)CC1 (centres undefined) | 0.8 | i | i | -2% | -1% | -0.8% | -4% | 0% | -52%
C[C@H]1CN([C@@H](C)CO)C(=O)c2cc(Br)cnc2O[C@H]1CN(C)S(=O)(=O)c1cccs1 | -1.1 | i | i | -3% | · | -1.0% | · | · | -16%
Cc1cc2nnc(SC3CCOC3=O)n2c2ccccc12 (centres undefined) | -3.3 | i | i | -9% | · | -0.2% | -6% | ? | -45%
COc1ccccc1NC(=O)Cn1c(=O)n(CCc2ccccc2)c(=O)c2sc3ccccc3c21 | · | · | i | -5% | 0% | 0.4% | · | 17% | -16%
COc1ccc(C(=O)Nn2c(SCC(=O)NC3CCCCC3)nc3ccccc3c2=O)cc1 | -2.5 | i | i | 9% | -8% | -1.9% | -1% | ? | -23%
CN(C)c1ccc(CNC(=O)C2(C)Cc3c(-c4ccccc4)ccnc3O2)cc1 (centres undefined) | -0.8 | i | ? | -4% | · | 0.2% | · | · | -2%
C[C@@H]1CN([C@@H](C)CO)C(=O)c2cc(NC(=O)CCN3CCOCC3)ccc2O[C@@H]1CN(C)C(=O)Nc1ccccc1 | 1.1 | i | i | ? | 0% | -0.7% | -5% | 3% | -28%
O=C(CN(C(=O)CCC(=O)Nc1nccs1)c1ccccc1F)NCc1ccc(F)cc1 | -2.6 | i | · | 44%[activator] | 1% | 2.8% | -1% | -26% | 22%
N#Cc1c2ccc(OCC(N)=O)cc2n2ccccc12 | -1.0 | i | · | 20% | 20% | 6.5% | -1% | ? | -9%
Nc1ccc(Oc2ccc(N)c([N+](=O)[O-])c2)cc1[N+](=O)[O-] | 1.4 | i | i | -14% | · | 5.2% | · | · | -34%
Cn1ccc(-c2cc(C(=O)O)c3ccccc3n2)n1 | -0.1 | i | i | 2% | 0% | -0.2% | 3% | 2% | -6%
CCC(Sc1nc2ccccc2c2nc(CCc3c(C)n[nH]c3C)nn12)C(=O)Nc1ccccc1F (centres undefined) | · | · | ? | 27% | 0% | -1.2% | · | · | 12%
COc1cc(/C=N/NC(=O)c2cc(-c3ccccc3Cl)nc3ccccc23)cc(OC)c1O | -1.1 | i | i | -32% | -9% | 4.7% | · | -6% | 5%
COC(=O)c1ccc(N2C(=O)CC(N3CCN(C(=O)c4ccco4)CC3)C2=O)cc1 (centres undefined) | -2.5 | i | i | 2% | -1% | -0.8% | 1% | · | 2%
CN(C)Cc1cc(O)c(CN(C)C)cc1O | 1.0 | i | i | -11% | -13% | 0.1% | -2% | -5% | 6%
CC1CC(C)CN(C(=O)c2ccc(C(=O)c3ccccc3)cc2)C1 (centres undefined) | -2.8 | i | i | 0% | -2% | 0.0% | 1% | ? | -7%
O=C(Nc1nnc(-c2cccs2)o1)c1cccc(F)c1 | 0.5 | i | ? | -22% | -10% | 2.9% | · | -13% | -17%
CC(C)(C)c1ccc(C(=O)NCCc2csc(-c3ccc(Cl)cc3)n2)cc1 | · | · | i | 13µM* | -9% | -0.5% | · | · | -18%

Just Nrf2 inh and Nrf2 ARE act (4 entries from above):
mol,Nrf2 inh,Nrf2 ARE act
N#Cc1c2ccc(OCC(N)=O)cc2n2ccccc12,?,6.5%
Nc1ccc(Oc2ccc(N)c([N+](=O)[O-])c2)cc1[N+](=O)[O-],·,5.2%
Cn1ccc(-c2cc(C(=O)O)c3ccccc3n2)n1,2%,-0.2%
CCC(Sc1nc2ccccc2c2nc(CCc3c(C)n[nH]c3C)nn12)C(=O)Nc1ccccc1F (centres undefined),·,-1.2%
